# BAZ2B block: BAZ2B (human) inhibition. actives 4.4% (n = 360,000). Potency, µM (series often up to 114 µM), for inactives: at the highest dose activity change, negative = inhibition, usual class: inhibitors. Q9UIF8. AlphaScreen BAZ2B-H3K14Ac peptide displacement; note: potency is the fitted concentration of half-maximal effect; % is set by controls: 0 for no effect and ±100 for the full control effect; nearly all actives have a fitted effect of over 60% in size
#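 BAZ2B 50 nM plus b-H3(5-23)K14Ac 50 nM, PBS pH 7.4/0.01% Tween-20, 30 min RT; compound added (max 110 uM), 30 min RT; streptavidin donor/Ni-chelate acceptor beads 10 ug/mL final, 20 min dark; AlphaScreen read.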
# HP1b chromo inh: blocks HP1-beta chromodomain binding to methylated histone tails; P83916; AlphaScreen HP1-beta / biotin-H3K9me3 peptide binding; Potency, µM (highest dose often 114 µM), inactives show at the highest dose activity change, negative = inhibition, actives largely listed as inhibitors; actives 0.56% (n = 390,000); note: potency is the fitted concentration of half-maximal effect; nearly all actives have a fitted effect of over 70% in size; inactives centre near 23
# Target sequence (P83916 whole entry, looked up): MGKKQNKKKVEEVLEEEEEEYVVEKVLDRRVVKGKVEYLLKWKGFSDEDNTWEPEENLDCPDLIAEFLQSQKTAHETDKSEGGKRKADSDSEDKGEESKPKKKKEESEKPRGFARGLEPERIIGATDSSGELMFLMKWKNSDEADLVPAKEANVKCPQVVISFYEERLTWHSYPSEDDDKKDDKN
#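 AlphaScreen: HP1-beta (50 nM) preformed 30 min with biotin-H3(1-18)K9me3 peptide (50 nM) in PBS pH 7.4, 0.01% Tween-20. Compound added for 30 min at RT, then streptavidin donor/nickel chelate acceptor beads (10 ug/mL) for 30 min.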
# ERG-DNA inh: blocks human ERG Ets domain binding to DNA; P11308; fluorescence polarization, His-ERG Ets domain / labelled DNA; Potency, µM (titrated, usually from 76.9 µM), for inactives: at the top dose FP activity, negative = inhibition, most hits filed as inhibitors; actives 0.028% (n = 370,000); AID 624246; active = well fitted inhibition curve with a large enough effect in the polarisation, with a control signal flat; inconclusive = small, poorly fitted or top-dose-only effect, or effect the other way, or a change in a side signal; inactive = no such curve, though single readings can be large or run the other way; the % refers to the polarisation;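 note: polarization taken with two DNA probes labelled with fluorescein and Texas red; potency is the fitted concentration of half-maximal effect; % of control where 0% means no effect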
# Target sequence (P11308 whole entry, looked up, the tested form may be a part): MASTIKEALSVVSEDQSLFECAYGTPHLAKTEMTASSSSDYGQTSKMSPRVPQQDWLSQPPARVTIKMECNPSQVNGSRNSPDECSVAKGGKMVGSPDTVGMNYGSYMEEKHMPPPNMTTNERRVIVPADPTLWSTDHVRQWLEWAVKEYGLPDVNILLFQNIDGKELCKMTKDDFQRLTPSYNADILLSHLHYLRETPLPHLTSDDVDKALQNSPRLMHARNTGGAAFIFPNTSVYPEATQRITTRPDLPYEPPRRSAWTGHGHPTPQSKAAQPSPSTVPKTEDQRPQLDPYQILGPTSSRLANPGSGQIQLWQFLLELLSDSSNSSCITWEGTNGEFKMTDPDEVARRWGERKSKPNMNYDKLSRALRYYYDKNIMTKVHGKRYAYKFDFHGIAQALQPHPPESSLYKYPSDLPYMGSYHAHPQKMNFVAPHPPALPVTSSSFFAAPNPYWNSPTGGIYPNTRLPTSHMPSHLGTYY
#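 His-tagged ERG Ets domain (1 uM in the protein solution; 300mM KCl, 50mM Tris-HCl, 1mM EDTA, 1mM DTT, pH 7.5) received compound, then a probe mix of 5 nM fluorescein-DNA and 100nM Texas-615-DNA. Fluorescence polarization was read for both dyes.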
# PI4K2A block: inhibitors of human PI4K2A; purified PI4K2A, ADP-Glo luminescence, 1 h; stronger effect = lower value; activity change, negative = inhibition, % at 76.9 µM; actives 0.13% (n = 420,000); AID 1346378; in the data active = activity change below about -50%; inconclusive = mostly about -30% to -49%;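 note: -100% = wells without enzyme as full effect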
#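 PI4K2A activity was measured by ADP-Glo luminescence: enzyme (4 ug/mL stock) and phosphatidylinositol (1.2 mM stock) in Tris pH 7.5/MgCl2/EGTA/Triton X-100 buffer were reacted with ATP (300 microM stock) for one hour at ambient temperature.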
# GLS inhibitor: inhibitors of human glutaminase (GLS). AID 624170. O94925. GLS enzymatic activity, qHTS titration. Potency, µM (highest dose often 45.5 µM), inactives show at the top dose activity change, negative = inhibition, actives largely listed as inhibitors. actives 0.21% (n = 410,000); note: potency is the fitted concentration of half-maximal effect; % is set by controls: 0 for no effect and ±100 for the full control effect
#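 hKGA in 45 mM KH2PO4 pH 8.2, 0.02% Tween-20 with pin-transferred compounds; 1 mM L-glutamine (stock) plus glutamate oxidase/HRP/Amplex Red coupling added. Fluorescence read initially and after 30 min at RT.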
# PGK inhibitor: inhibitors of T. brucei phosphoglycerate kinase; P07378; PGK/GAPDH coupled, Kinase-Glo luminescence, 60 min; Potency, µM (highest dose often 57.5 µM), for inactives: at the highest dose activity change, negative = inhibition, most hits filed as inhibitors; actives 0.043% (n = 380,000); AID 602233; note: potency is the fitted concentration of half-maximal effect; % is set by controls: 0 for no effect and ±100 for the full control effect; nearly all actives have a fitted effect of over 60% in size
#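 Recombinant glycosomal PGK reaction used 1,3-bisphosphoglycerate generated in-well by GAPDH (100nM final) in 100mM TEA pH 7.6, 5mM MgCl2, 0.01% Tween-20. After 60 minutes at room temperature, ATP was read by Kinase-Glo Plus luminescence end-point.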
# JMJD2A Tudor: JMJD2A Tudor domain (human) inhibition; O75164; AlphaScreen JMJD2A-Tudor / H3K4me3 peptide binding; Potency, µM (series often up to 114 µM), without a hit: at the top dose activity change, negative = inhibition, actives largely listed as inhibitors; actives 4.4% (n = 390,000); AID 504339; note: potency is the fitted concentration of half-maximal effect; % is set by controls: 0 for no effect and ±100 for the full control effect; nearly all actives have a fitted effect of over 50% in size
# Pin1 inhibitor: human Pin1 inhibition | Q13526 | Pin1 FP peptide displacement, HiFluor488, 10 min | actives 0.009% (n = 390,000) | AID 504891 | Potency, µM (highest dose often 115 µM), inactives show at the highest dose activity, negative = inhibition, usual class: inhibitors; active = well fitted inhibition curve with a large enough effect in the polarisation, with a control signal flat, not every such curve was filed as active; inconclusive = small, poorly fitted or top-dose-only effect, or effect the other way, or a change in a side signal; inactive = no such curve, though single readings can be large or run the other way; the % refers to the polarisation; note: potency is the fitted concentration of half-maximal effect; % is set by controls: 0 for no effect and ±100 for the full control effect
# G9a block: inhibitors of human histone lysine methyltransferase G9a; Q96KQ7; G9a H3K9 monomethylation, AlphaScreen, 2 h; Potency, µM (titrated, usually from 102 µM), for the others: at the top dose activity, negative = inhibition, hits mostly inhibitors; actives 8.8% (n = 350,000); AID 504332; note: potency is the fitted concentration of half-maximal effect; % is set by controls: 0 for no effect and ±100 for the full control effect; nearly all actives have a fitted effect of over 75% in size
# Target sequence (Q96KQ7 913-1193 limits assumed): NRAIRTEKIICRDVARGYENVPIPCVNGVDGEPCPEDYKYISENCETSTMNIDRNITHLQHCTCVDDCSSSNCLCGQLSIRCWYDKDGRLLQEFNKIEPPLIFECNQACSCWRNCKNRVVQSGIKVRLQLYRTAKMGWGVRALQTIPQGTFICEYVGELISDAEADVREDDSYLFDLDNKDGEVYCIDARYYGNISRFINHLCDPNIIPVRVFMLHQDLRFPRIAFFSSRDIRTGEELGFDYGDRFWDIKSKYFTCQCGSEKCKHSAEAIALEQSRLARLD
#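 Enzyme 20 nM + cpd, 15 min RT; add b-H3K9 pep 500 nM / SAM 20 uM; 2 h RT; anti-H3K9me1 Ab 0.5 ug/mL + SA donor / anti-rabbit acceptor beads 20 ug/mL each, 10 min; AlphaScreen read.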
# Starred values were filed as active, the others as inactive; i = inactive; ? = inconclusive; . = no result given; [ ] = dose if it differs, or a comment. Unless noted, calls come from the whole dose curve; as a rule, active = well fitted curve in the direction sought with a large enough effect; inconclusive = small, poorly fitted or top-dose-only effect, or another doubt; inactive = no such curve, though single readings can be large; an effect the other way counts as inactive or inconclusive. The order is random. About 11% of those tested had a hit in this group.
molecule	BAZ2B block	HP1b chromo inh	ERG-DNA inh	PI4K2A block	GLS inhibitor	PGK inhibitor	JMJD2A Tudor	Pin1 inhibitor	G9a block
O=C(Nc1ccn(-c2ccccc2)n1)c1ccc(S(=O)(=O)N2CCCCCC2)cc1	11%	24%	.	0	-9%	-4%	-9%	-2%	-12%
Cc1nc(N2CCN(c3ccccc3F)CC2)[nH]c(=O)c1C	-3%	28%	-10%	4	1%	-5%	-8%	-3%	.
Cc1nc2c(-c3ccc(F)cc3)c(C)nn2c(C)c1CCC(=O)N1CCN(c2ccccn2)CC1	-24%	45%[activator]	3%	-4	-2%	-1%	-4%	-2%	-34%
COc1ccc(C(=O)OCc2ccc(C)cc2)cc1S(=O)(=O)N1CCOCC1	4%	52%[activator]	3%	0	-1%	6%	-5%	?	?
O=C(CN1CCCCC1)N1c2ccccc2Oc2ccccc21	2%	40%	-8%	-3	6%	-5%	-5%	-1%	8%[12.7 µM]
Cc1cc(C(=O)NC2CCCc3c2cnn3-c2ccccc2F)nc(C)n1 (stereo unspecified)	2%	20%	-11%	-3	-2%	-5%	1%	1%	.
NS(=O)(=O)c1cccc(NC(=O)CSc2n[nH]c(-c3ccccc3Br)n2)c1	.	13%	14%	-1	8%	-10%	-13%	-7%	.
COc1ccc(Cl)cc1C(=O)NCc1nnnn1-c1ccccc1	5%	27%[57 µM]	-3%	-3	3%	-5%	-18%	2%	3%[59 µM]
COc1ccc(C)cc1NC(=O)CN(C)S(=O)(=O)c1ccc2[nH]c(=O)oc2c1	-17%	30%	1%	1	5%	-8%	-16%	7%	3%[59 µM]
Cc1ccc(NC(=O)CSC(C)C(=O)NCCc2ccccn2)cc1 (stereo unspecified)	-21%	40%[activator]	13%	-3	-1%	i	-8%	2%	-1%
CCOc1ccc(N(CC(=O)N/N=C/c2ccccn2)S(=O)(=O)c2ccc(Cl)cc2)cc1	-2%	37%	1%	-1	1%	-12%	-36%	-2%	-2%
O=C(NCC(c1ccco1)S(=O)(=O)c1cccs1)c1ccccc1F (stereo unspecified)	2%	-3%	3%	-1	2%	-2%	0%	-3%	8%[59 µM]
CCOc1ccc(CN2CCC(C(=O)Nc3cccc(-c4ccn[nH]4)c3)CC2)cc1Cl	-21%	7%	13%	1	-15%	3%	-26%	-5%	?
Cc1ccc2c(c1)-c1c(cnn1CC(=O)N1CCCN(Cc3ccccc3F)C1)CO2	-5%	16%	15%	?	5%	-8%	-29%	?	-4%
Cc1cc(C)cc(OCCNC(=O)c2ccc(Br)cc2)c1	9%	28%	-15%	-13	2%	5%	-6%	-1%	12%
Cc1nc2c(-c3ccccc3)c(C)nn2c(SCC(N)=O)c1Cc1ccccc1	1%	46%[activator]	6%	-2	3%	i	3%	-1%	6%[59 µM]
COC(=O)c1cc(Cl)nc2ccccc12	4%	40%[activator]	14%	-4	-2%	-2%	1%	5%	7%
Cc1ccc2oc(-c3cc(NC(=O)Cc4ccccc4)ccc3Cl)nc2c1	0%	21%	6%	-3	4%	7%	-4%	21%	-32%[59 µM]
CN(C)CCNC(=O)c1scc2c1CCCC2	?	25%	-5%	2	-2%	-4%	89µM*	-1%	.
CN(Cc1ccccc1)c1ccc([N+](=O)[O-])cc1C(=O)O	.	21%	-4%	-1	29%	-4%	-8%	4%	2%
N=c1n(Cc2ccc(Cl)cc2)c2ccccc2n1CC(O)COc1ccccc1 (stereo unspecified)	-22%	-18%	4%	4	-3%	1%	?	0%	?
Cc1nc(-c2ccccc2)sc1-c1ccc(SCC(=O)Nc2ccc(F)cc2F)nn1	-5%	53%[activator]	-6%	-4	8%	11%	5%	16%	4%[59 µM]
COc1ccc(CNC(=O)c2c(O)nc3cc(C)ccn3c2=O)cc1	1%	13%	-1%	1	1%	-3%	4%	1%	-1%[59 µM]
CCOC(=O)N1CCN(C(=O)C(NC(=O)c2ccc(CC)cc2)C(C)C)CC1 (stereo unspecified)	5%	11%	.	-4	-6%	-5%	-17%	3%	-20%[12.7 µM]
O=C(NCc1ccccc1)N(Cc1cc2cc3c(cc2[nH]c1=O)OCCO3)CC1CCCO1 (stereo unspecified)	5%	29%	6%	1	2%	i	-17%	-7%	11%[59 µM]
CCCC(=O)Nc1nc2ccc(S(=O)(=O)N3CCCCC3)cc2s1	0%	37%[activator]	4%	-2	-1%	-4%	-6%	6%	-8%[59 µM]
O=C(O)c1ccc(OCc2cn3ccccc3n2)cc1	-10%	36%	-7%	-3	11%	-1%	-20%	-9%	-5%[59 µM]
CN1CCN(C(=O)C2=C[C@@H](C(C)(C)C)C[C@@H](OCc3ccc(CO)cc3)O2)CC1	-4%	60%	?	-7	-6%	-7%	7%	-1%	-6%[59 µM]
CCCCNC(=O)c1nn(-c2ccc(CC)cc2)nc1CO	1%	17%	-2%	-3	-1%	-8%	-16%	0%	11%[59 µM]
CCN(CC)S(=O)(=O)c1cccc(C(=O)NCc2ccccc2)c1	-19%	11%	-3%	-22	2%	-9%	-4%	-3%	9%
Cc1nn(C)c(C)c1S(=O)(=O)N1CCCC(C(=O)NCC2COc3ccccc3O2)C1 (stereo unspecified)	3%	48%[activator]	0%	-1	-1%	4%	-16%	4%	-5%
COc1ccc(C2Nc3ccccc3NC3=C2C(=O)CC(C)(C)C3)cc1O (stereo unspecified)	-1%	-5%	-1%	-25	13µM*	-1%	13µM*	?	-16%
CCOCCCNS(=O)(=O)c1ccc(NC(=O)c2ccc([N+](=O)[O-])cc2Cl)cc1	-2%	14%	8%	-1	2%	-9%	-17%	2%	18%[59 µM]
Cc1c(OC(C)C(=O)NCCCN2CCOCC2)ccc2c3c(c(=O)oc12)CCCC3 (stereo unspecified)	-10%	48%[activator]	-29%	-5	-10%	i	-11%	-4%	0%[59 µM]
CCOC(=O)c1c(C)[nH]c(C(=O)CN(C)CC(=O)Nc2ccccc2C(F)(F)F)c1C	?	26%	14%	4	-4%	-5%	-33%	3%	-13%[2.33 µM]
O=C(O)c1ccc2[nH]c3c(c2c1)CSCC3	-3%	33%	-3%	2	-30%	-1%	-12%	?	?
CN1C/C(=C\c2ccc(N3CCOCC3)cc2)C(=O)/C(=C/c2ccc(N3CCOCC3)cc2)C1	50µM*	?	14%	4	18%	-1%	?	?	?
CCc1ccc(C(CNc2nc(C(F)(F)F)nc3ccccc23)N(C)C)cc1 (stereo unspecified)	-10%	-8%	7%	5	5%	-1%	-25%	1%	5%
Cc1cccc(Nc2ncnc3onc(-c4ccc(F)cc4)c23)c1C	-3%	45%[activator]	6%	-2	3%	i	3%	-10%	20%
Cc1cccc(NC(=O)c2cc(S(=O)(=O)NCc3ccco3)ccc2F)c1C	-1%	14%	6%	2	1%	-2%	-16%	6%	-38%[59 µM]
COc1cc(OC)c(OC)cc1/C=C/c1cc(C(=O)O)c2ccccc2n1	-8%	37%	-2%	2	-1%	-3%	-10%	-3%	.
COc1ccc(Cl)cc1N(CC(=O)N1CCN(Cc2ccccc2)CC1)S(C)(=O)=O	8%	16%	-9%	5	1%	2%	-28%	5%	5%
CC1CCN(CCOCCOc2ccc(Br)cc2Cl)CC1	?	?	-1%	3	17%	13%	2.8µM*	-7%	8.9µM*
O=C(NCC1CCCO1)C1CCN(S(=O)(=O)c2cccc3cccnc23)CC1 (stereo unspecified)	-8%	16%	0%	0	0%	4%	-28%	-2%	-39%[59 µM]
Cc1cc(O)c(C(c2ccccc2Cl)N2CCN(c3ccccc3)CC2)c(=O)n1Cc1ccco1 (stereo unspecified)	-26%	22%[57 µM]	5%	-1	42%[activator]	9%	?	4%	?
Cc1cc(NC(=O)CSc2nnc(C3CC3)n2N)c([N+](=O)[O-])cc1C	-6%	31%	-2%	1	0%	13%	-21%	-15%	7%
O=C(Nc1ccc(S(=O)(=O)Nc2ccccc2F)cc1)N1CCCCC1	?	6%	5%	0	3%	-2%	4%	-12%	15%
COc1ccc(Cl)cc1C(=O)Nc1cccc(-c2ccc3nncn3n2)c1	-32%	3%	30%	5	-29%	-6%	-9%[11.4 µM]	66%[activator]	?
Cc1ccc(-c2nnc(N(C)C(=O)c3ccncc3)s2)cn1	10%	52%[activator]	11%	-6	12%	i	-21%	0%	13%
COc1c2ccoc2c(OCC=C(C)C)c2oc(=O)ccc12	6%	52%	-12%	3	-12%	-9%	-4%	2%	0%
CC(=O)c1cc2c(O)c(O)ccc2o1	-30%	15%	-2%	-1	-6%	-8%	?	?	4µM*
Cn1cccc1CNCC(O)c1ccccc1 (stereo unspecified)	?	-4%	-1%	-3	6%	-4%	-31%	27%	?
O=S1(=O)C=CC(N2CCOCC2)C1 (stereo unspecified)	0%	53%[activator]	7%	-8	0%	-9%	16%	-6%	-28%[59 µM]

# Screening data from PubChem.
